LEDGF integ inh: blockers of LEDGF/p75-dependent integrase strand transfer – biochemical, TR-FRET, high throughput, primary screen. HIV-1 integrase (with human LEDGF/p75). TR-FRET IN-LEDGF/p75 DNA integration, Eu/Cy5. inhibition, % at 3.7 µM. 370,000 compounds, 0.64% hits. AID 743269, 2014;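 active = inhibition above the screen-wide mean plus 3 SD, cut at about 13% in these data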;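 also: signal is the Cy5 over europium emission ratio at 671 and 618 nm; 0% = plate median of compound wells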
UHRF1 binding: UHRF1 methylated DNA binding inhibitors, primary screen, counter-screen for MBD2 inhibitor project, biochemical, TR-FRET, human UHRF1, single concentration. AID 687016, 2013. inhibition, % at 4.4 µM. 370,000 compounds, 0.75% hits. E3 ubiquitin-protein ligase UHRF1 (Homo sapiens), Q96T88. UHRF1 binding to methylated oligo; in the data active = inhibition above about 21%;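 also: UHRF1 SRA domain binding a hemimethylated CpG hairpin DNA probe; 0% = median of test compound wells and 100% = reference inhibitor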
NR1D1 modulator: modulators of Rev-erb alpha DNA binding, primary screen, biochemical, FITC-DNA, fluorescence polarization, uHTS | Nuclear receptor subfamily 1 group D member 1 (Homo sapiens), P20393 | 370,000 compounds, 0.79% hits | activity, % at 10 µM | AID 1259318, 2017 | Rev-erbα–FITC-DNA binding, 90 min;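 active = activity above about 14%, limit read from the data; passing the limit was not always enough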;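 also: 0% = DMSO wells with 35 nM protein and 100% = DMSO wells with 750 nM protein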
Target sequence (P20393 whole entry, looked up): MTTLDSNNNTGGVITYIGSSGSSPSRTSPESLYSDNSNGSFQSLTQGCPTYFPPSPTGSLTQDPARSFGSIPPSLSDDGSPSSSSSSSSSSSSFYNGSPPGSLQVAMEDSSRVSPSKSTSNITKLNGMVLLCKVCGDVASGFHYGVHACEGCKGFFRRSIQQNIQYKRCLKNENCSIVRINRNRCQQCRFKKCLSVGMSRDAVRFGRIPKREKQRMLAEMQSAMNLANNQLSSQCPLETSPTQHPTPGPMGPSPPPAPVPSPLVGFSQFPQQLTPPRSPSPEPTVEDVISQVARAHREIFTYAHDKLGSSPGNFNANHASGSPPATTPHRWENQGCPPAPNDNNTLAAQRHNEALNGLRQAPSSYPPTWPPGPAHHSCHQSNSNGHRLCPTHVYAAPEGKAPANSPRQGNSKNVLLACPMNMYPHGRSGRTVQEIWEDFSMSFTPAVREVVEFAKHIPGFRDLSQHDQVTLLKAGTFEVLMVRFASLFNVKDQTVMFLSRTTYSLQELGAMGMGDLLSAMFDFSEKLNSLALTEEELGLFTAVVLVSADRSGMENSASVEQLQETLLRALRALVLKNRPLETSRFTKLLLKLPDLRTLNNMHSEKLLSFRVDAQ
HTRA1 inhibitor: HTRA1 serine protease inhibitors, primary screen, biochemical, fluorescence polarization, HTS. Q92743. recombinant HTRA1, FP-rhodamine activity-based probe. inhibition, % at 5.96 µM. 340,000 compounds, 0.5% hits. AID 504803, 2011; in the data active = inhibition above about 36%;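 also: 0% = enzyme with DMSO and 100% = wells lacking enzyme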
PRMT1 FP inh: PRMT1 methyltransferase inhibitors, primary screen, biochemical, fluorescence polarization; Protein arginine N-methyltransferase 1 (Homo sapiens), Q99873; recombinant PRMT1, activity-based probe fluorescence polarization; inhibition, % at 2.79 µM; 370,000 compounds, 1.3% hits;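 active = inhibition above about 21% made by adding two undisclosed values, limit read from the data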
PG9 binder: binders of HIV-1 gp120 antibody PG9, primary screen, biochemical, TR-FRET; TR-FRET gp120-PG9 antibody binding; inhibition, % at 6.7 µM; 360,000 compounds, 0.43% hits; in the data active = inhibition above about 8.5%
TCR CD3 inh: inhibitors of human TCR-CD3 interaction, primary screen, biochemical, fluorescence, TAMRA-labeled TCR probe; T-cell receptor (TCR); inhibition, % at 9.4 µM; 360,000 compounds, 0.37% hits; AID 651800, 2012; in the data active = inhibition above about 19%;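 also: recombinant mutant TCR 2C K166C tagged with TAMRA read by polarization; 0% = receptor in buffer alone and 100% = receptor with positive control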
rCAG RNA binder: binders of r(CAG) RNA repeats, primary screen, biochemical, fluorescence. r(CAG) RNA repeat, TO-PRO-1 dye displacement fluorescence. inhibition, % at 3 µM. 370,000 compounds, 1.3% hits;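 active = inhibition above the plate cutoff, the mean of all test compounds on that plate plus 3 SD, cut at about 35% in these data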;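 also: 0% = DMSO alone and 100% = 100 µM mitoxantrone as full dye displacement; higher means more dye released from RNA so lower well fluorescence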
mABHD4 FP: ABHD4 inhibitors, primary screen, biochemical, fluorescence polarization, mouse; inhibition, % at 8.92 µM; (Lyso)-N-acylphosphatidylethanolamine lipase (Mus musculus), Q8VD66; purified mABHD4, FP-Rh probe fluorescence polarization; 370,000 compounds, 0.54% hits;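 active = inhibition exceeding the mean over every tested compound plus 3 SD, cut at about 30% in these data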;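 also: 0% = plate median of compound wells and 100% = S159A mutant with DMSO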
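system = mouse ABHD4 enzyme, wild type | medium = HEPES pH 7.0, NaCl, Pluronic buffer | also added = FP-Rh probe | incubation = Enzyme–compound pre-incubation 45 min, then probe 60 min, both 25 °C | technique = fluorescence polarization, excitation 525 nm, emission 598 nm, BODIPY TMR filters | controls = S159A mutant high control, sample median low control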
MBD2 DNA inh: inhibitors of MBD2 binding to methylated DNA, primary screen, biochemical, TR-FRET, DNA-binding domain, human; 370,000 compounds, 0.31% hits; MBD2 binding to methylated oligonucleotide; Methyl-CpG-binding domain protein 2 (Homo sapiens), Q9UBB5; inhibition, % at 4.4 µM; in the data active = inhibition above about 13%
Target sequence (Q9UBB5 whole entry, looked up, the tested form may be a part): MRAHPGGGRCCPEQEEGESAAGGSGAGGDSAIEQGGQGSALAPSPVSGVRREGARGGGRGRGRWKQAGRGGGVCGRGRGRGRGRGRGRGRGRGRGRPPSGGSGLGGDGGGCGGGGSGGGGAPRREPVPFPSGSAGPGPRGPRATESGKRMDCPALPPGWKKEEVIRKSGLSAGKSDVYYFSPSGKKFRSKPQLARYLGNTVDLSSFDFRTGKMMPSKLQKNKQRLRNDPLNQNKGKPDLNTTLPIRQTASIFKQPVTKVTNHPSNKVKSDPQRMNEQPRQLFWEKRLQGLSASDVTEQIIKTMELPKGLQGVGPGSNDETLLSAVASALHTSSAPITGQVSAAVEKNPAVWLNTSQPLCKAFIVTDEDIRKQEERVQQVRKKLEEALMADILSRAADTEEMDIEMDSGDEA
The depositor's hits bear a star; · = no result given. An excerpt, so the mix of outcomes need not match the whole.

SMILES,LEDGF integ inh,UHRF1 binding,NR1D1 modulator,HTRA1 inhibitor,PRMT1 FP inh,PG9 binder,TCR CD3 inh,rCAG RNA binder,mABHD4 FP,MBD2 DNA inh
CCc1ccccc1NC(=O)/C(C#N)=C\c1ccc(Sc2ccccc2)o1,0,-6,2,-28,0,-0.1,1,2,-8,-5
C/C(=N\NC(=O)c1nn(C)cc1Br)c1cccc(NC(=O)c2ccncc2)c1,0,-3,2,-2,2,-0.4,-6,6,8,-2
Cn1cc(CNC(=O)C23CC4CC(CC(C4)C2)C3)cn1,-2,2,-6,2,0,-0.9,8,2,-1,-3
O=[N+]([O-])c1ccc(N2CCCCC2)nc1,-3,-1,-3,-2,0,-0.1,-5,-1,3,0
CN(C(=O)COC(=O)/C=C/c1cccs1)c1c(N)n(Cc2ccccc2)c(=O)[nH]c1=O,3,-1,-7,-2,-1,-1.0,5,1,0,1
COc1ccc(C(=O)NNC(=O)c2cc3cc([N+](=O)[O-])ccc3oc2=O)cc1OC,1,2,-6,12,-5,-1.0,-1,-1,7,1
COc1ccc(-n2c(Cc3cccn3C)nnc2SCC(=O)NCc2ccc(F)cc2)cc1,0,-2,2,1,-1,0.9,-2,-2,5,-1
CN(CC(=O)Nc1ccccc1Cl)CC(=O)Nc1ccccc1[N+](=O)[O-],-2,1,7,4,0,0.1,6,-4,2,1
O=C(NC1CCCC1)c1ccc(CS(=O)(=O)c2cccc(C(F)(F)F)c2)o1,-4,5,-5,6,7,1.6,-6,-2,-8,5
O=C(Nc1ncccc1O)c1ccc2ccccc2c1,-4,-5,-7,0,-2,-0.8,1,0,3,-1
COCCCNc1nc(N)c([N+](=O)[O-])c(NCC2CCCO2)n1 (stereo not drawn),-2,2,-6,6,1,0.8,1,-4,1,6
COc1cc(C(=O)N/N=C/c2ccc(OC(=O)c3cccc(C)c3)c(OC)c2)ccc1O,-2,1,4,-43,6,-2.2,4,10,-31,-2
CC(NCc1ccc(S(N)(=O)=O)cc1)C(=O)Nc1cc([N+](=O)[O-])ccc1Cl (stereo not drawn),-5,2,-1,-8,4,-0.5,-5,1,2,1
Cc1cccc(CC(=O)OCn2nnc3ccccc3c2=O)c1,-4,1,-4,0,5,1.9,-5,0,1,0
CCc1cc2c(=O)c(-c3nc4ccccc4n3C)c(C)oc2cc1OC(C)=O,0,3,-4,10,-3,-1.6,4,1,-6,-3
CCCNC(=O)c1ccc2c(c1)ncn2-c1ccccc1OC,-3,2,-5,-13,2,-0.5,-3,1,10,-1
CC(Sc1nc(-c2ccccc2)cc(C(F)(F)F)n1)C(=O)N1CCOCC1 (stereo not drawn),-5,0,-2,-5,1,-1.6,-6,-8,5,-5
Cc1cc(=O)n2[nH]c(COc3ccccc3)nc2n1,-2,-3,-4,5,-1,-1.4,2,-1,6,1
CCC(C(=O)c1ccccc1)P(=O)(NN)c1ccccc1 (stereo not drawn),2,-2,-5,·,-2,-1.6,-1,-3,-2,3
Cc1cccc(NC(=O)c2cc(S(=O)(=O)N3CCc4ccccc43)cn2C)c1,-3,-1,7,-4,0,-0.6,-6,5,-4,2
COc1ccc(-n2c(=O)c3c4c(sc3n(CC(=O)NCC3CCCO3)c2=O)CN(C(C)=O)CC4)cc1OC (stereo not drawn),1,3,-1,3,5,-1.4,-13,2,-5,-2
CN1CCN(C(=O)c2cc3ccccc3cc2O)CC1,4,7,-6,3,0,-0.6,10,-1,-3,-4
COc1ccc(N2CCN(C(=O)Cn3cncn3)CC2)cc1,1,-3,-4,1,-1,-0.6,11,-2,37*,-2
Cc1ccc(F)c(S(=O)(=O)NC(=O)C2(C)CCN2C(=O)c2sccc2C)c1 (stereo not drawn),1,-1,-5,·,-2,-0.7,1,6,2,1
C=CCn1c(N)cc(=O)nc1SC(CC)C(=O)Nc1ccc(C(C)=O)cc1 (stereo not drawn),-4,0,6,4,5,-3.0,-5,5,5,0
CNC(=O)C[C@H]1C(=O)N(c2ccc(Br)cc2)C[C@@H]1C,-5,-2,-1,1,-6,-2.6,2,3,-5,1
COc1ccc(NC(=O)c2c(C)noc2-c2snnc2C)cc1,1,-1,1,6,-5,-0.3,0,-2,2,-1
COc1ccc(N2CCN(S(=O)(=O)CCNC(=O)CCCc3ccccc3)CC2)cc1,0,-2,-4,-2,-3,-1.2,-2,-3,4,1
Cc1ccc(C2/C(=C(\O)c3c(C)nc4c(C)cccn34)C(=O)C(=O)N2CCN(C)C)o1 (stereo not drawn),-4,0,-1,6,0,-1.2,-7,-1,4,-3
C[C@H]1C[C@@H]2[C@H]([C@@H](O)C[C@@]3(C)[C@H]2CC[C@]3(O)C(=O)CO)[C@@]2(C)C=CC(=O)C=C12,-1,0,-4,4,-8,0.4,5,2,-7,-4
O=C(c1ccccc1[N+](=O)[O-])N1N=C(c2ccccc2)CC1(O)C(F)(F)F (stereo not drawn),-1,-1,5,-5,1,0.5,-3,0,-4,-6
NC(=O)c1cc(N)ccc1N1CCCCC1,-8,-4,3,·,1,-1.3,5,-1,2,-9
COc1ccc(CN2C(=O)c3ccccc3C2=O)cc1C(=O)OCC(=O)NC1CCCCC1,-2,2,-2,-3,1,-1.3,-1,-4,-1,-3
C=C(C)Cn1c(SCC(=O)O)nc2c1c(=O)[nH]c(=O)n2C,-1,2,5,-3,2,-2.9,-1,0,-6,6
COc1ccc(C(=O)Nc2ccc(C(=O)Nc3nccs3)cc2)cc1[N+](=O)[O-],0,2,-26,-2,3,-1.4,-1,1,-13,10
CC(C)(C)C1CCC(OC(=O)C[N+]2(C)CCCCC2)CC1 (stereo not drawn),-3,1,-6,9,2,0.6,-5,1,-2,0
CC1CCN(CCCn2c(=S)[nH]c3c(sc4ccccc43)c2=O)CC1,-4,-1,-4,6,0,15*,5,-1,-1,-3
CCOC(=O)N1CCC(N(CCN(C)C)C(=S)Nc2cc(Cl)cc(Cl)c2)CC1,2,-1,-7,2,-1,-0.5,2,3,3,-1
Cc1cc2nc(-c3ccc[nH]c3=O)n(Cc3cccc(F)c3)c2cc1C,1,2,9,2,3,-1.8,0,-5,5,3
O=C(OCC(=O)c1ccccc1Br)c1ccncc1,-4,4,-2,5,10,-2.3,0,4,-9,7
Cn1ccc(C(=O)OCC(=O)Nc2cccc3ccccc23)n1,3,7,3,2,1,-0.5,6,-2,3,-1
Cc1ccc(Nc2nc(N)nc(CN3CCCCCC3)n2)c(C)c1,-3,-3,-1,-10,-2,-1.7,3,3,-2,5
CC(=O)c1c(C)[nH]c(C(=O)COC(=O)CN2C(=O)C3CCCCC3C2=O)c1C (stereo not drawn),-2,-1,3,1,1,-0.7,-2,1,-2,-3
COc1ccc(OC)c(NC(=O)CCNS(=O)(=O)c2cccc3nonc23)c1,-1,-3,-4,2,-2,-3.9,6,0,3,0
O=C1c2ccc(Cl)cc2S(=O)(=O)c2cccc(C(=O)N3CCN(c4ccc(Cl)cn4)CC3)c21,0,4,-1,8,-2,-3.6,-8,3,-5,1
O=C(NCC1CCCO1)c1sc2ccccc2c1Cl (stereo not drawn),1,-1,-4,4,-2,0.9,-1,-3,-8,-5
CN(CC(=O)Nc1ccc(F)c(F)c1F)C(=O)Cc1ccc2c(c1)OCCO2,-1,-1,0,4,0,-1.7,5,-1,2,-1
CCN(CC)S(=O)(=O)c1ccc(OCC(=O)NC(=O)Cc2ccccc2)c([N+](=O)[O-])c1,0,-1,7,28,4,0.6,3,3,3,-6
CCCC1c2ccc(C)n2CCN1C(=O)Nc1ccc(F)cc1 (stereo not drawn),1,2,7,-10,15,-0.3,-1,7,-14,5
CN(C)S(=O)(=O)N1CCC(Oc2ccc(C(=O)NC3Cc4ccccc4C3)cc2)CC1,5,-3,1,3,-2,-0.1,6,-6,-1,0

The listing continues:
SMILES,LEDGF integ inh,UHRF1 binding,NR1D1 modulator,HTRA1 inhibitor,PRMT1 FP inh,PG9 binder,TCR CD3 inh,rCAG RNA binder,mABHD4 FP,MBD2 DNA inh
O=C1OC(C(=O)NCc2ccccc2)Cc2ccccc21 (stereo not drawn),-6,-1,-2,-10,0,-0.4,6,1,3,3
Cc1ccc(C)c(N(CC(=O)NC(C)(C)C)C(=O)CNC(=O)c2cccs2)c1,-2,-1,-2,10,-3,0.0,0,-2,5,0
CC1=C(C(=O)OC(C)C)C(c2cccs2)N2C(=O)C(C)SC2=N1 (stereo not drawn),-2,-3,3,-20,4,-1.1,-3,5,-4,3
COc1cc(NC(=O)CCc2c(C)nc3nc(C)nn3c2C)cc(OC)c1,-3,0,-2,10,-2,-4.8,-1,-4,2,-5
COc1ccccc1-c1cnc(C(O)c2ccc(Cl)c(F)c2)[nH]1 (stereo not drawn),1,0,2,·,-3,-0.4,3,1,2,-1
Cc1noc(C)c1C(=O)Nc1nc(-c2cccs2)cs1,-1,-2,-11,1,1,0.1,3,2,1,-2
CCC(CC)C(=O)c1c[nH]c(C(=O)OC)c1,5,4,6,6,4,2.2,-1,1,-7,-3
Nc1c(C(=O)NCCc2ccccc2)nnn1Cc1ccccc1,1,5,-3,-1,-1,2.8,-9,0,-5,-1
CCCCN(C(=O)c1cccc(S(=O)(=O)N2CCN(Cc3ccccc3)CC2)c1)c1ccccc1,-3,-2,1,1,0,0.3,5,-1,-2,-4
COc1ccc(Cc2c(-c3cccc(Cl)c3)nc3cc(C)c(Br)c(C)n23)c(C)c1,-2,-1,1,·,-3,-1.4,1,6,-6,2
O=C(CN(Cc1ccc(Cl)cc1)C(=O)CNS(=O)(=O)c1ccccc1)NCC1CCCO1 (stereo not drawn),0,-1,-2,-5,-1,-1.4,-1,-4,2,-6
CCN(CC)S(=O)(=O)c1cc(-c2nnc(-c3ccc(Br)cc3)o2)ccc1Br,1,0,14,0,0,-3.0,-6,-3,4,-1
Nc1nc(SCC(=O)N2CCCc3ccccc32)n[nH]1,5,-1,-2,5,-1,-2.7,13,-1,1,-1
Cc1ccc(C(=O)NC2CCN(CC(=O)NCc3cccs3)CC2)cc1,5,0,-1,8,-6,0.4,1,-5,-1,-3
CCn1c(=O)c2c3c(sc2n2c(=S)[nH]nc12)CCC3,3,-1,-1,-2,-3,0.2,0,-1,3,4

Screens deposited in PubChem BioAssay by several laboratories.
